# E coli WT exp – E. coli BW25113 growth inhibition, expanded screen | OD600 absorbance | growth inhibition, % at 100 µM | hit rate 0.15% among 98,000;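 active = growth inhibition above about 50% at one test dose, limit read from the data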;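 also: growth measured after 20 h incubation at 37 °C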
# S1P2 blocker – S1P2 (human) receptor antagonism; O95136; cell-based S1P2 antagonist assay, inhibition at 5 uM; inhibition, % at 5 µM; hit rate 0.21% among 97,000; in the data active = inhibition above about 45%;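 also: CRE beta-lactamase reporter cells expressing human S1P2 stimulated with S1P; 0% = agonist at EC80 alone and 100% = agonist plus reference antagonist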
# Target sequence (O95136 whole entry, looked up): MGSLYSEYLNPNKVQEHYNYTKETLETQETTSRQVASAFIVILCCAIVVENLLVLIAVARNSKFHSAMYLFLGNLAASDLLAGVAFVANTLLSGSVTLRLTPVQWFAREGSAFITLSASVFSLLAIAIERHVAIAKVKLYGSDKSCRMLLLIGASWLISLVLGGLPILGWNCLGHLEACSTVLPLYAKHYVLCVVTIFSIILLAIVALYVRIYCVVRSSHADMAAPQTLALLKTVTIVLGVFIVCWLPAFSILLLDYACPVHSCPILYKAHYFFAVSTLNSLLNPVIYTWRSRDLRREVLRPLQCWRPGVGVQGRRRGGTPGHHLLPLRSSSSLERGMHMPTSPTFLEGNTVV
# PLAP activator – human PLAP activation; activation fold at 20 µM; hit rate 1.2% among 96,000; purified PLAP enzyme, luminescent substrate read-out; active compounds read high; P05187; in the data active = activation fold above about 2
# PostGolgi ctrl – growth of the yeast control strain, post-Golgi counter-screen. inhibition, % at 10 µM. hit rate 5% among 98,000. efflux-deficient yeast background strain, growth absorbance A615, 16 h
# sEH act – increases human soluble epoxide hydrolase activity | activation, % at 2 µM | AID 717 | hit rate 0.04% among 91,000 | P34913 | purified human sEH enzymatic activity, activator screen; in the data active = activation above about 37%; also: values of inactives mirror those of a sister screen read the other way
# Mac1 fbg inh – blocks human CD11b/CD18 adhesion to fibrinogen. K562 CD11b/CD18 adhesion to fibrinogen, ATPlite luminescence; Mn2+ added to activate the integrin. inhibition, % at 10 µM. hit rate 0.54% among 93,000;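 active = primary inhibition of 50% or more at 10 µM, then 40% or more on retest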; also: some results filed as inactive read as strong as hits
# Target sequence (P05107 whole entry, looked up, other chains not shown): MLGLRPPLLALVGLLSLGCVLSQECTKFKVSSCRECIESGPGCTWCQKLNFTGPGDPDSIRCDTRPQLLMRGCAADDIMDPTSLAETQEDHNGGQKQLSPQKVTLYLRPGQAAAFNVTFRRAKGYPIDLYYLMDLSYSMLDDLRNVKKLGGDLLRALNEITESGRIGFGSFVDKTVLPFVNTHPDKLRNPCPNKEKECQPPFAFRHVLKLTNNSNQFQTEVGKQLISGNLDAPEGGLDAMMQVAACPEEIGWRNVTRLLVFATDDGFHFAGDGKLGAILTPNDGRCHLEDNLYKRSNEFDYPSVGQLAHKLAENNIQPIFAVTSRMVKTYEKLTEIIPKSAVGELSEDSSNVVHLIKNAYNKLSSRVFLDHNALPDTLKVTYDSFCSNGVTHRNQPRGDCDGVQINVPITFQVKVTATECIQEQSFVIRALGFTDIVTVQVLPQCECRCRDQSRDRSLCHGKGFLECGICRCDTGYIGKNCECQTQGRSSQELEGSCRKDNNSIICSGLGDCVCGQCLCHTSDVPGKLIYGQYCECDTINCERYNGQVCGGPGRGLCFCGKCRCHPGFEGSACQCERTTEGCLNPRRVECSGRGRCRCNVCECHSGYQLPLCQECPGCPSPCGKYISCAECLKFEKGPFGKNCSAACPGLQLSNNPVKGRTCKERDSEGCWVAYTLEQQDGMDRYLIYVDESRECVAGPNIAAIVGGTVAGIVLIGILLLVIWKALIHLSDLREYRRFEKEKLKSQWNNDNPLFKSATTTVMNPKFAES
# S1P2 agonist – S1P2 (human) receptor agonism | S1P2-expressing cell line, agonist reporter read-out | activation, % at 4.5 µM | hit rate 0.46% among 97,000 | AID 729; in the data active = activation above about 16%;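 also: 0% = vehicle low control and 100% = maximal reference agonist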
# PostGolgi yeast – growth inhibition of a yeast mutant, post-Golgi transport screen. post-Golgi transport phenotypic cell assay. hit rate 0.9% among 98,000. AID 739. inhibition, % at 10 µM;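 also: yeast cells grown in 1536-well plates; yeast grown about 18 h at 30C before absorbance read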
# sEH inhibitor – blocks human soluble epoxide hydrolase activity; inhibition, % at 2 µM; P34913; recombinant human sEH enzymatic activity assay; hit rate 0.34% among 91,000; in the data active = inhibition above about 80%; also: values of inactives mirror those of a sister screen read the other way; many of its hits are not listed in these tables
# Numbers without * were called inactive; / = not tested or not shown. Rule as the data show it, unless noted: active = inhibition above about 30%; inactive = the rest.
no.	Compound	E coli WT exp	S1P2 blocker	PLAP activator	PostGolgi ctrl	sEH act
1	CCOC(=O)c1c(NC(C)=O)sc2c(O)c(Br)ccc12	-5	-25	1.6	2	10
2	O=S(=O)(c1ccccc1)N1CCN(c2ncnc3sc(-c4ccccc4)cc23)CC1	-12	12	1.5	22	0
3	Cc1ccc(C)c(NC(=O)CSc2nc(C)cc(C)c2C#N)c1	/	-10	/	/	-4
4	CC1=C(C)CC(C(=O)c2ccccc2)C(C(=O)O)C1 (stereo not drawn)	3	13	1.2	-1	7
5	Cc1cccc(-n2cccc2)c1C#N	17	16	1.1	-5	4
6	O=C(COc1ccc(F)cc1)N1CCC(c2ccccc2)C1 (stereo not drawn)	/	-9	/	/	-3
7	COc1ccc(C)cc1NS(=O)(=O)c1cccc2nonc12	2	/	1.1	-1	/
8	COC(=O)c1ccccc1NC(=O)CN(C1CCCCC1)S(C)(=O)=O	8	10	0.9	10	10
9	CCOC(=O)C1CCN(Cc2ccc(OC)cc2OC)CC1	1	/	1.4	-1	/
10	CC(C)OC(=O)C(C)Oc1ccc(C(=O)NCCc2ccccc2)cc1 (stereo not drawn)	8	-11	0.9	3	-26

no.	Mac1 fbg inh	S1P2 agonist	PostGolgi yeast	sEH inhibitor
1	0	-2	5	-12
2	-1	-5	2	1
3	/	-4	/	6
4	10	-5	2	-9
5	-2	-4	-5	-2
6	/	-4	/	8
7	3	/	22	/
8	-8	-14	-4	-10
9	/	/	-3	/
10	-11	-1	4	25

# Further results follow.
no.	Compound	E coli WT exp	S1P2 blocker	PLAP activator	PostGolgi ctrl	sEH act
11	COc1ccccc1-n1cnc2cc(NC(C)=O)ccc21	0	-16	0.9	9	1
12	COCCN(C(=O)c1ccco1)c1nnc(-c2ccc(OC)c(OC)c2)s1	/	-2	/	/	4
13	CC1CCCC(C)N1C(=O)CN1C(=O)C(C)(C)Oc2ccc(C(=O)NC3CCCCC3)cc21 (stereo not drawn)	0	13	1.4	-2	-16
14	O=[N+]([O-])c1ccc(-c2ccc(/C=N/c3c(-c4ccco4)nc4ccccn34)o2)cc1	-7	4	0.8	9	2
15	COCCNC(=O)CSc1ccc(C)cc1	2	/	1	-1	/
16	O=C(c1ccccc1)N1CCN(c2ccccc2F)CC1	9	2	0.8	21	2
17	CN(C)CCCNc1cn[nH]c(=O)c1Cl	0	-1	0.9	6	-7
18	COc1cccc(N2C(=O)N(c3ccccc3Cl)C3CS(=O)(=O)CC32)c1 (stereo not drawn)	4	18	0.8	-2	-9
19	COc1ccccc1OCc1ccc(C(=O)N(C)C)o1	2	9	1	5	16
20	O=C(COc1ccc(Cl)cc1Cl)NC(=O)N1CCOCC1	9	12	0.9	5	-4

no.	Mac1 fbg inh	S1P2 agonist	PostGolgi yeast	sEH inhibitor
11	2	-1	14	-3
12	/	0	/	-1
13	-10	-10	2	16
14	18	-2	4	1
15	-15	/	4	/
16	-36	-3	-4	-4
17	-1	-4	18	5
18	/	-4	0	4
19	/	1	-3	-14
20	-1	-3	-6	9

# Next compounds.
no.	Compound	E coli WT exp	S1P2 blocker	PLAP activator	PostGolgi ctrl	sEH act
21	O=C1C2C(C(=O)N1/N=C/c1ccco1)C1C=CC2C12CC2 (stereo not drawn)	2	8	1.1	-3	3
22	CCC1(CC)C(=O)N(C)C(=O)NC1=Nc1ccc(OC)cc1	-1	0	1.2	-2	-8
23	Cc1sc2nc(N)sc2c1C	9	3	0.9	13	5
24	COc1cccc(CNCCNC(=O)c2ccco2)c1OC	3	-6	1.1	15	-5
25	O=C(COC(=O)c1ccccc1OCc1ccc(Cl)cc1)NC1CC1	-2	7	0.9	15	5
26	COc1ccc(S(=O)(=O)N(C(C)=O)c2ccc3oc(=O)sc3c2)cc1	8	-8	1.1	-2	/
27	Cc1ccc(-n2cnc3cc(NCc4cccs4)ccc32)cc1	-10	-21	21	15	5
28	COc1ccc(NC(=O)c2oc3ccccc3c2NC(=O)c2ccco2)c(OC)c1	-1	-17	1	8	/
29	COc1ccc(CCNC(=O)CSc2nc(N)c3c(C)c(C)oc3n2)cc1OC	-3	-25	1.1	4	-5
30	COc1ccc(S(=O)(=O)Nc2ccc(F)cc2)cc1N(C)S(=O)(=O)c1ccc(Cl)cc1	-2	-1	1.3	2	6

no.	Mac1 fbg inh	S1P2 agonist	PostGolgi yeast	sEH inhibitor
21	-58	-2	-3	-1
22	12	-2	-1	5
23	0	-6	0	-4
24	-26	-3	-9	3
25	/	-4	4	-2
26	0	0	1	/
27	11	-2	-11	-3
28	/	-3	1	/
29	4	0	6	9
30	/	-9	2	-5

# The listing continues:
no.	Compound	E coli WT exp	S1P2 blocker	PLAP activator	PostGolgi ctrl	sEH act
31	COc1cc(Cl)cc(C#N)c1OCC(=O)O	-3	12	0.9	2	-4
32	COC(=O)c1ccc(N2C(=O)CC(N3CCOCC3)C2=O)cc1 (stereo not drawn)	0	18	0.9	-4	/
33	O=C(NC1(C(=O)NC2CCCCC2)CCCCC1)c1ccccn1	3	-5	1.1	32*	-6
34	O=C(CSc1ccccc1)Nc1ccc(NC(=O)c2ccco2)cc1	-15	12	0.9	-9	-18
35	Oc1ccc(-c2nc3ncccn3c2Nc2ccc3c(c2)OCO3)cc1	1	16	0.9	13	-8
36	COC(=O)CCC(NC(=O)c1cc(C)oc1C)C(=O)OC (stereo not drawn)	/	0	/	/	1
37	CCC(C)NC(=O)c1ccccc1NC(=O)CN1C(=O)c2ccccc2S1(=O)=O (stereo not drawn)	-4	/	1.2	3	/
38	COc1ccc(OC)c(C(=O)c2ccc(C(=O)N3CCCCC3)cc2)c1	2	11	1.1	26	1
39	S=c1[nH]nc(COc2ccccc2)n1/N=C/c1ccc(Br)s1	-2	7	1	31*	5
40	Cc1[nH]c(=O)[nH]c1C(=O)CCCCC(=O)OCC(=O)Nc1ccccn1	1	14	1	1	6

no.	Mac1 fbg inh	S1P2 agonist	PostGolgi yeast	sEH inhibitor
31	-33	0	-3	7
32	-7	-4	21	/
33	5	-4	-7	8
34	/	-5	3	19
35	0	-12	5	10
36	/	-3	/	1
37	17	/	-4	/
38	/	-5	-8	-2
39	4	-2	-2	-5
40	-5	-4	1	-8

# (listing goes on)
no.	Compound	E coli WT exp	S1P2 blocker	PLAP activator	PostGolgi ctrl	sEH act
41	Cc1nnc(SCC(=O)NCc2ccccc2)[nH]c1=O	0	16	0.9	6	2
42	CC1CC(C)CN(CCCNC(=O)c2ccc3c(c2)NC(=O)C(N2CCCCC2)S3)C1 (stereo not drawn)	4	9	1.5	3	-39
43	Cc1ccsc1/C=N\NC(=O)c1ccc2c(c1)OCO2	-10	-10	0.8	-5	-9
44	N#CCc1nc(CSc2nc3ccccc3o2)cs1	9	-9	1.4	9	-10
45	COc1ccccc1C(=O)Nc1c2c(nn1-c1cccc(C)c1C)CS(=O)(=O)C2	-9	-20	0.9	11	3
46	CCCN(Cc1ccc(N(C)C)cc1)CC1CC1	-2	0	0.9	6	0
47	CC(C)(C)n1nnnc1C(c1cccnc1)N1CCN(C2CCCCC2)CC1 (stereo not drawn)	4	2	1.4	23	/
48	CC(=O)N1CCN(c2ccc(NC(=O)c3ccc4c(c3)OCCO4)cc2)CC1	5	4	0.9	-9	-9
49	O=S(=O)(c1ccc(C2=CSC3=NCCN23)cc1)N1CCOCC1	-2	-20	1	5	3
50	Cc1ccc(OC(=O)c2ccc(N3CCOCC3)c([N+](=O)[O-])c2)cc1	-6	14	1	38*	4

no.	Mac1 fbg inh	S1P2 agonist	PostGolgi yeast	sEH inhibitor
41	-3	-8	24	-4
42	-9	-3	21	38
43	/	-4	-7	14
44	3	-5	-2	9
45	0	3	13	-4
46	-11	-4	-6	-2
47	-4	-8	-24	/
48	-18	-8	-3	9
49	-17	-4	-13	-4
50	-4	-1	-22	-5

# Remaining list, next part:
no.	Compound	E coli WT exp	S1P2 blocker	PLAP activator	PostGolgi ctrl	sEH act
51	CSc1ccccc1NC(=S)Nc1cccc(C(F)(F)F)c1	-8	6	1	6	-7
52	Cc1ccc(OC(=O)c2ccc(S(=O)(=O)N(C)C)cc2)c(-n2nc3ccccc3n2)c1	-8	21	1	17	-1
53	CN(C)/C=C/C(=O)c1ccc(F)cc1	-3	15	1	5	-1
54	CC1(C)CC(=O)C2=C(C1)Nc1ncnn1C2c1ccccn1 (stereo not drawn)	2	-1	0.9	3	0
55	COc1ccc(C(=O)Nc2nc(N3C(=O)c4ccccc4C3=O)n(-c3ccccc3)n2)cc1	3	10	2.2*	-3	12
56	CCC(=O)NC(Nc1sc2c(c1C(=O)OC)CCN(C)C2)(C(F)(F)F)C(F)(F)F	/	-28	/	/	5
57	CCc1cc(-c2n[nH]c(=S)n2-c2cccc(C)c2)cs1	-7	1	1.7	2	12
58	CSc1nc(-c2ccco2)cc(-c2ccccc2)c1C#N	-12	1	0.9	2	2
59	COc1ccc(Cn2c(N)c(C#N)c3nc4ccccc4nc32)cc1OC	-10	-85	1.3	10	-4
60	c1ccc(CC2CCN(c3nnnn3-c3ccccc3)CC2)cc1	-35	4	1	32*	-23

no.	Mac1 fbg inh	S1P2 agonist	PostGolgi yeast	sEH inhibitor
51	5	-8	-9	5
52	2	-4	10	4
53	/	-6	-2	3
54	-4	-7	-8	0
55	5	-1	-8	-14
56	/	0	/	-5
57	3	-2	-4	-10
58	0	-6	-4	-2
59	-20	21*	-5	4
60	-14	-2	4	23

# Whole records as entered above. Order of screens: E coli WT exp	S1P2 blocker	PLAP activator	PostGolgi ctrl	sEH act	Mac1 fbg inh	S1P2 agonist	PostGolgi yeast	sEH inhibitor
# COc1ccccc1-n1cnc2cc(NC(C)=O)ccc21 is listed as 0	-16	0.9	9	1	2	-1	14	-3
# O=C(c1ccccc1)N1CCN(c2ccccc2F)CC1 is listed as 9	2	0.8	21	2	-36	-3	-4	-4
# COC(=O)c1ccc(N2C(=O)CC(N3CCOCC3)C2=O)cc1 (stereo not drawn) is listed as 0	18	0.9	-4	/	-7	-4	21	/
# CN(C)CCCNc1cn[nH]c(=O)c1Cl is listed as 0	-1	0.9	6	-7	-1	-4	18	5
# O=C(COC(=O)c1ccccc1OCc1ccc(Cl)cc1)NC1CC1 is listed as -2	7	0.9	15	5	/	-4	4	-2

# (list continues)
no.	Compound	E coli WT exp	S1P2 blocker	PLAP activator	PostGolgi ctrl	sEH act
61	O=C(CCS(=O)(=O)c1ccc(Br)cc1)N1CCN(c2ccccc2)CC1	-9	/	0.8	-3	/
62	Cc1cc(NS(=O)(=O)c2ccc(NC(=O)COc3ccccc3Cl)cc2)no1	-3	-3	1.5	16	4
63	N/C(Cc1ccc(Cl)cc1Cl)=N\OC(=O)c1cccs1	14	1	0.8	58*	-3
64	COc1cc(OC)c(OC)cc1NC(=O)CC1COc2ccccc2O1 (stereo not drawn)	/	-28	/	/	8
65	COc1ccc(Cl)cc1NS(=O)(=O)c1ccc(S(=O)(=O)N2CCCC2)cc1	7	/	1.5	17	/
66	CCOC(=O)c1ccc(NC(=O)Oc2ccccc2)cc1	-1	/	0.9	2	/
67	CCc1cc[n+](-c2nc([O-])sc2C=O)cc1	-2	12	0.8	0	14
68	COc1cc(CN2CCC(C(=O)NC3CCCC3)CC2)cc(OC)c1O	-7	-3	1.5	3	3
69	Cc1cccc(NC(=S)NC2CC3CCCC(C2)N3CC(C)C)c1 (stereo not drawn)	/	-12	/	/	-12
70	O=[N+]([O-])c1cccc(S(=O)(=O)N2CCC(c3nc(-c4ccncc4)no3)CC2)c1	-7	-17	0.8	-1	-7
71	Cc1nc2cc(NS(=O)(=O)c3c(C)c(C)cc(C)c3C)ccc2s1	/	-6	/	/	1
72	CN1CCN(c2nc(-c3ccncc3)nc3ccccc23)CC1	2	-6	1.2	-1	-1

no.	Mac1 fbg inh	S1P2 agonist	PostGolgi yeast	sEH inhibitor
61	-16	/	4	/
62	6	-4	2	-6
63	-7	0	20	0
64	/	-3	/	-8
65	-6	/	-8	/
66	0	/	-3	/
67	-14	-5	-6	-13
68	-3	-4	2	-4
69	/	0	/	14
70	11	-2	-6	7
71	/	-4	/	4
72	-9	-5	-3	1

# Among those listed so far, these have a nitro group on carbon.
no.	Compound	E coli WT exp	S1P2 blocker	PLAP activator	PostGolgi ctrl	sEH act
14	O=[N+]([O-])c1ccc(-c2ccc(/C=N/c3c(-c4ccco4)nc4ccccn34)o2)cc1	-7	4	0.8	9	2
50	Cc1ccc(OC(=O)c2ccc(N3CCOCC3)c([N+](=O)[O-])c2)cc1	-6	14	1	38*	4
70	O=[N+]([O-])c1cccc(S(=O)(=O)N2CCC(c3nc(-c4ccncc4)no3)CC2)c1	-7	-17	0.8	-1	-7

no.	Mac1 fbg inh	S1P2 agonist	PostGolgi yeast	sEH inhibitor
14	18	-2	4	1
50	-4	-1	-22	-5
70	11	-2	-6	7

# Bioassay records as filed in PubChem.
